Screening results: PubChem BioAssay, National Center for Advancing Translational Sciences (NCATS)
TDP1 cell noCPT = qHTS for Inhibitors of human tyrosyl-DNA phosphodiesterase 1 (TDP1): qHTS in cells in absence of CPT; 420,000 tested, 15% active; AID 686978, 2013; Potency, µM (doses to about 46.2 µM), inactives show at the highest dose activity change, negative = growth inhibition, usual class: inhibitors; DT40 Tdp1-/- hTDP1 cells, no CPT, ATP luminescence, 48 h; note: nearly all actives have a fitted effect of over 55% in size
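Growth kinetics read by CellTiter-Glo luminescence after ≥48 hr at 37 °C. Cells: DT40 Tdp1-/- stably carrying human TDP1, 400 per well, compound exposure in the absence of CPT (DMSO vehicle).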
TDP1 block = TDP1 (human) enzyme inhibition; Q9NUW8; 350,000 tested, 0.28% active; recombinant TDP1, AlphaScreen DNA substrate cleavage; Potency, µM (series often up to 130 µM), without a hit: at the top dose activity change, negative = inhibition, usual class: inhibitors; note: nearly all actives have a fitted effect of over 40% in size
Target sequence (Q9NUW8 whole entry, looked up): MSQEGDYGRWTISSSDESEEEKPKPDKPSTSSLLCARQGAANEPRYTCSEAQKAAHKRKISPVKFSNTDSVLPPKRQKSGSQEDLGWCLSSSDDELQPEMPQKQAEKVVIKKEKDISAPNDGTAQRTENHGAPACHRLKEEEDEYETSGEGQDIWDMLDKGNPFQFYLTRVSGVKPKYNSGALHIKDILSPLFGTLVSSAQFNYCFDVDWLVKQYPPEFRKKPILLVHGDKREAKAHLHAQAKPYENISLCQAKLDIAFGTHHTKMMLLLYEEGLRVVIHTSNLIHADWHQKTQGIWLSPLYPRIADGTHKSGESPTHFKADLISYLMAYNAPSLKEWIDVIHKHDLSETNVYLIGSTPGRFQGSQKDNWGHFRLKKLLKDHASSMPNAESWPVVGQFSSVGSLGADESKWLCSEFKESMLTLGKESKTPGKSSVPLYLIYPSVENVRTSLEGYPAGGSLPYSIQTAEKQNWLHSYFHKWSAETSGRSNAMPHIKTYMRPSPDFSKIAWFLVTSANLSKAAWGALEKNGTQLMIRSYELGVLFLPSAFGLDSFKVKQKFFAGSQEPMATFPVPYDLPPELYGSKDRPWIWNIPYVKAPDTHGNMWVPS
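Recombinant human Tdp1 (E. coli-expressed, 1 nM final) preincubated with compounds 15 min at room temperature, then 5'-biotin/3'-phosphotyrosine-FITC DNA substrate (15 nM final) added for 5 min. AlphaScreen beads (10 ug/ml final) added 10 min; cleavage lowers signal.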
N370S GC mod = N370S glucocerebrosidase modulation, Gaucher chaperone candidate. 330,000 tested, 0.092% active. Potency, µM (highest dose often 59.4 µM), for inactives: at the highest dose activity change, negative = inhibition, hits mostly inhibitors. N370S GC spleen homogenate, 4MU-glucoside fluorescence. P04062;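 note: 0% = full enzyme activity and -100% = no enzyme basal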
An asterisk follows results filed as active; u = inconclusive; x = not tested or not shown; & = joins results of further samples; [ ] = dose if it differs, or a comment. Calls come from the whole dose curve; as a rule, active = well fitted curve in the direction sought with a large enough effect; inconclusive = small, poorly fitted or top-dose-only effect, or another doubt; inactive = no such curve, though single readings can be large; an effect the other way counts as inactive or inconclusive. Unless noted, % is set by controls: 0 for no effect and ±100 for the full control effect; potency is the fitted concentration of half-maximal effect.

CC(=O)OCC1=C(C(=O)O)N2C(=O)[C@@H](N)[C@@H]2SC1
  TDP1 cell noCPT = x
  TDP1 block = u
  N370S GC mod = -12.7%[21.6 µM]

Cc1cccc(N=Nc2ccc(N(C)C)cc2)c1
  TDP1 cell noCPT = -19.2%
  TDP1 block = 23.9%
  N370S GC mod = -12.7%

C[C@]12CC[C@@H](O)C[C@@H]1CC[C@@H]1[C@@H]2CC[C@]2(C)[C@@H](O)CC[C@@H]12
  TDP1 cell noCPT = -23.6%
  TDP1 block = 2.7%
  N370S GC mod = u

C/C=C(\C)C(=O)N[C@@H](c1ccccc1)[C@@H](O)C(=O)O[C@H]1C[C@@]2(O)[C@@H](OC(=O)c3ccccc3)C3[C@](C)(C(=O)[C@H](OC(C)=O)C(=C1C)C2(C)C)[C@H](O)C[C@H]1OC[C@@]31OC(C)=O (stereo partly specified)
  TDP1 cell noCPT = 0.164µM*
  TDP1 block = x
  N370S GC mod = -29.6%

CCC1(CC)C(=O)N(Cc2ccccc2)C(=O)N(Cc2ccccc2)C1=O
  TDP1 cell noCPT = u
  TDP1 block = 4.0%
  N370S GC mod = -10.1%

Cc1ccc(NC(=O)CN2C(=O)CN=C(c3ccccc3)c3cc(Cl)ccc32)cc1
  TDP1 cell noCPT = u
  TDP1 block = -5.9%
  N370S GC mod = 5.4%

CCCCc1nc2ccccc2c(=O)n1-c1ccccc1O
  TDP1 cell noCPT = u
  TDP1 block = 0.5%
  N370S GC mod = -1.7%

O=C(c1sc2ccccc2c1Cl)N1CCC2(CC1)OCCO2
  TDP1 cell noCPT = -21.9%
  TDP1 block = -4.1%
  N370S GC mod = 20.4%

C/C(=N\NC(N)=O)c1c(O)n(C)c(=O)n(C)c1=O
  TDP1 cell noCPT = u
  TDP1 block = -2.7%
  N370S GC mod = -7.9%

COc1c(CC=C(C)C)c2c(c3oc(=O)c(-c4ccc(O)cc4)c(O)c13)C=CC(C)(C)O2
  TDP1 cell noCPT = -29.9%
  TDP1 block = 15.6%[56.1 µM]
  N370S GC mod = 5.0%

CCN1C[C@]2(C)CC[C@H](O)[C@@]34[C@@H]5CC6[C@@H](OC)C[C@@](O)([C@@H]5[C@@H]6O)[C@H](C[C@@H]23)[C@H]14
  TDP1 cell noCPT = x
  TDP1 block = 10.3%[21 µM]
  N370S GC mod = 8.8%[21.6 µM]

CC(C)OP(=O)(OC(C)C)C(O)c1cccnc1 (stereo unspecified)
  TDP1 cell noCPT = -3.4%
  TDP1 block = 5.1%
  N370S GC mod = 1.4%

Cc1nn(Cc2ccccc2)c(Cl)c1C(=O)OCC(=O)NCC1CCCO1 (stereo unspecified)
  TDP1 cell noCPT = -29.0%
  TDP1 block = 0.0%
  N370S GC mod = 7.4%

COc1ccc(-n2c(O)c(C=NCCN3CCN(C(C)=O)CC3)c(=O)[nH]c2=S)cc1
  TDP1 cell noCPT = -15.8%
  TDP1 block = x
  N370S GC mod = -7.2%

CCC(C)n1c(O)c(C=Nc2cccc(C(F)(F)F)c2)c(=O)[nH]c1=S (stereo unspecified)
  TDP1 cell noCPT = 3.5%
  TDP1 block = 4.3%
  N370S GC mod = 5.6%

O=[N+]([O-])c1ccc(NCc2ccc(Cl)cc2)c2ccncc12
  TDP1 cell noCPT = 20.6µM*
  TDP1 block = x
  N370S GC mod = -3.5%

CC(C)[N+](=O)[O-]
  TDP1 cell noCPT = x
  TDP1 block = 7.0%
  N370S GC mod = -1.2%

CC1CCC(C(=O)NC(C(=O)N2CCC3(CC2)OCCO3)C(C)C)CC1 (stereo unspecified)
  TDP1 cell noCPT = -18.4%
  TDP1 block = 0.0%
  N370S GC mod = 3.2%

CCCCn1c(O)c(/C=N/NC(=O)c2ccncc2)c(=O)[nH]c1=O
  TDP1 cell noCPT = -0.6%
  TDP1 block = 8.2%
  N370S GC mod = -6.2%

COc1ccc(C(=O)C2CCCN(Cc3ccsc3)C2)cc1OC (stereo unspecified)
  TDP1 cell noCPT = -28.7%
  TDP1 block = 3.0%
  N370S GC mod = 10.8%

C=Cn1ccnc1P(=S)(c1cc(N(CC)CC)ns1)c1nccn1C=C
  TDP1 cell noCPT = -23.0%
  TDP1 block = 4.0%
  N370S GC mod = -29.8%[2.35 µM]

COC(=O)C1=C(c2cccc(C#N)c2)C[C@@H]2CC[C@H]1N2C(=O)N1CCC(C)CC1
  TDP1 cell noCPT = 23.1µM*
  TDP1 block = 0.0%
  N370S GC mod = x

NC(=O)c1cccc(-c2cccc(OC(=O)NC3CCCCC3)c2)c1
  TDP1 cell noCPT = u
  TDP1 block = 6.2%
  N370S GC mod = 8.2%&-8.6%

O=C(O)C1C(C(=O)O)C2(Cl)C(Cl)=C(Cl)C1(Cl)C2(Cl)Cl (stereo unspecified)
  TDP1 cell noCPT = -11.3%
  TDP1 block = u
  N370S GC mod = -4.1%

CC(C)NC(=O)N1CCCC2(CCN(C(=O)Oc3ccccc3)CC2)C1
  TDP1 cell noCPT = u
  TDP1 block = x
  N370S GC mod = 21.3%

CCCCC1(CCCC)C(=O)NC(=Nc2cccc(C)c2)NC1=O
  TDP1 cell noCPT = 18.4µM*
  TDP1 block = 5.9%
  N370S GC mod = -2.0%

O=C(CCS(=O)NCc1ccccc1)NCc1ccccc1 (stereo unspecified)
  TDP1 cell noCPT = x
  TDP1 block = 11.7%
  N370S GC mod = -5.6%

COc1ccc2[nH]c3c(c2c1)CCN[C@H]3C
  TDP1 cell noCPT = u
  TDP1 block = x
  N370S GC mod = -16.4%

CCN(CC)CCN=Cc1c(O)n(C2CCCCCC2)c(=O)[nH]c1=O
  TDP1 cell noCPT = -24.7%
  TDP1 block = 7.8%
  N370S GC mod = 2.9%

COC(=O)CCCc1[se]c2ccccc2c1I
  TDP1 cell noCPT = x
  TDP1 block = 1.0%
  N370S GC mod = 2.2%

An excerpt from above in order of formula weight, high to low.
COC(=O)CCCc1[se]c2ccccc2c1I
  TDP1 cell noCPT = x
  TDP1 block = 1.0%
  N370S GC mod = 2.2%

C=Cn1ccnc1P(=S)(c1cc(N(CC)CC)ns1)c1nccn1C=C
  TDP1 cell noCPT = -23.0%
  TDP1 block = 4.0%
  N370S GC mod = -29.8%[2.35 µM]

O=C(O)C1C(C(=O)O)C2(Cl)C(Cl)=C(Cl)C1(Cl)C2(Cl)Cl (stereo unspecified)
  TDP1 cell noCPT = -11.3%
  TDP1 block = u
  N370S GC mod = -4.1%

CC1CCC(C(=O)NC(C(=O)N2CCC3(CC2)OCCO3)C(C)C)CC1 (stereo unspecified)
  TDP1 cell noCPT = -18.4%
  TDP1 block = 0.0%
  N370S GC mod = 3.2%

CCN(CC)CCN=Cc1c(O)n(C2CCCCCC2)c(=O)[nH]c1=O
  TDP1 cell noCPT = -24.7%
  TDP1 block = 7.8%
  N370S GC mod = 2.9%

COc1ccc(C(=O)C2CCCN(Cc3ccsc3)C2)cc1OC (stereo unspecified)
  TDP1 cell noCPT = -28.7%
  TDP1 block = 3.0%
  N370S GC mod = 10.8%

CCCCn1c(O)c(/C=N/NC(=O)c2ccncc2)c(=O)[nH]c1=O
  TDP1 cell noCPT = -0.6%
  TDP1 block = 8.2%
  N370S GC mod = -6.2%

CCCCC1(CCCC)C(=O)NC(=Nc2cccc(C)c2)NC1=O
  TDP1 cell noCPT = 18.4µM*
  TDP1 block = 5.9%
  N370S GC mod = -2.0%

O=C(CCS(=O)NCc1ccccc1)NCc1ccccc1 (stereo unspecified)
  TDP1 cell noCPT = x
  TDP1 block = 11.7%
  N370S GC mod = -5.6%

O=[N+]([O-])c1ccc(NCc2ccc(Cl)cc2)c2ccncc12
  TDP1 cell noCPT = 20.6µM*
  TDP1 block = x
  N370S GC mod = -3.5%

COc1ccc2[nH]c3c(c2c1)CCN[C@H]3C
  TDP1 cell noCPT = u
  TDP1 block = x
  N370S GC mod = -16.4%

CC(C)[N+](=O)[O-]
  TDP1 cell noCPT = x
  TDP1 block = 7.0%
  N370S GC mod = -1.2%

(next part)
CC(C)=O
  TDP1 cell noCPT = u
  TDP1 block = 4.8%
  N370S GC mod = -0.3%

CN(CCCCC(=O)/C=N/O)Cc1ccccc1 (tested in a mixture with another compound)
  TDP1 cell noCPT = -15.8%
  TDP1 block = 3.6%
  N370S GC mod = 3.9%

O=C(O)[C@@H]1C[C@H]1[C@@H](NP(=O)(c1ccccc1)c1ccccc1)c1ccccc1
  TDP1 cell noCPT = -4.7%
  TDP1 block = 5.3%&4.5%
  N370S GC mod = 2.2%&6.1%

CC1COC2=C1C(=O)C(=O)c1c2ccc2c1CCCC2(C)C (stereo unspecified)
  TDP1 cell noCPT = 13µM*
  TDP1 block = 20.4%
  N370S GC mod = 8.7%&4.3%

O=[N+]([O-])c1ccc(-[n+]2c(-c3ccccc3)cc(-c3ccccc3)cc2-c2ccccc2)cc1
  TDP1 cell noCPT = 20.6µM*
  TDP1 block = x
  N370S GC mod = -15.7%

Cc1ccc(-n2nc3c(N4CCC(C(=O)NCc5ccccc5Cl)CC4)nnc(C)c3c2C)cc1
  TDP1 cell noCPT = 5.8µM*
  TDP1 block = 2.8%
  N370S GC mod = x

FC(Cl)(Cl)Cl
  TDP1 cell noCPT = x
  TDP1 block = 9.3%
  N370S GC mod = 9.3%

COC(=O)C1=C(c2ccc(OC(F)(F)F)cc2)C[C@@H]2CC[C@H]1N2C(=O)NC1CCCCC1
  TDP1 cell noCPT = 16.4µM*
  TDP1 block = 1.8%
  N370S GC mod = x

NC(=O)c1ccc(NC(=O)c2cccn(Cc3ccccc3)c2=O)cc1
  TDP1 cell noCPT = u
  TDP1 block = 0.0%
  N370S GC mod = x

CCCCCCC(=O)N/N=C/c1c(O)n(CCc2ccccc2)c(=O)[nH]c1=O
  TDP1 cell noCPT = 18.4µM*
  TDP1 block = 10.3%
  N370S GC mod = 0.6%

O=C1C2CCCN2C(c2cccnc2)N1c1ccc(Cl)cc1 (stereo unspecified)
  TDP1 cell noCPT = -19.2%
  TDP1 block = 5.2%
  N370S GC mod = 2.9%

CC(C)c1ccc(Cc2cnc(NC(=O)c3ccc4c(c3)CC(c3ccccc3)OC4=O)s2)cc1 (stereo unspecified)
  TDP1 cell noCPT = 18.4µM*
  TDP1 block = 3.7%
  N370S GC mod = x

O=c1[nH]c(O)c(N=Nc2ccc([N+](=O)[O-])cc2)c(=O)[nH]1
  TDP1 cell noCPT = -21.1%
  TDP1 block = 11.8%
  N370S GC mod = -27.1%

CC(=NCCN1CCCCC1)c1c(O)n(Cc2ccccc2)c(=O)[nH]c1=O
  TDP1 cell noCPT = -26.5%
  TDP1 block = 1.0%
  N370S GC mod = 2.4%

COc1cc(CN2CCc3nc(N4CCN(c5ncccn5)CC4)ncc3C2)cc(OC)c1OC
  TDP1 cell noCPT = 8.2µM*
  TDP1 block = -1.2%
  N370S GC mod = x

O=C1NCN(c2ccccc2)C12CCNCC2
  TDP1 cell noCPT = -4.8%
  TDP1 block = 5.2%
  N370S GC mod = -16.6%

CN1CCC2(CC1)CCN(C(=O)Oc1ccccc1)CC2
  TDP1 cell noCPT = -11.1%
  TDP1 block = x
  N370S GC mod = 8.4%

CCC(C)C(=O)OC1C(O)C2C(CN3CC(C)CCC3[C@]2(C)O)C2C[C@]34O[C@@]5(O)C(OC(=O)C(C)(O)CC)CCC3(C)C5C(OC(C)=O)C(OC(C)=O)C4[C@@]21O (stereo partly specified)
  TDP1 cell noCPT = 4.3%
  TDP1 block = 12.4%[56.1 µM]
  N370S GC mod = 3.1%

CCCCCCCCCOc1ccc2[nH]cc(CCN)c2c1
  TDP1 cell noCPT = 8.2µM*
  TDP1 block = 11.0%
  N370S GC mod = u

O=C(NC(O)C(Cl)(Cl)Cl)NC(O)C(Cl)(Cl)Cl (stereo unspecified)
  TDP1 cell noCPT = -16.8%
  TDP1 block = 2.2%
  N370S GC mod = x

CN1C(=O)[C@]23CC4=CC=C[C@H](O)[C@H]4N2C(=O)[C@@]1(CO)SS3
  TDP1 cell noCPT = x
  TDP1 block = 5.6%
  N370S GC mod = 0.0%

O=C(COc1ccccc1Cl)N1CCN(CCc2ccccn2)CC1
  TDP1 cell noCPT = -5.4%
  TDP1 block = 3.6%
  N370S GC mod = x

CC(=O)NNc1ccccc1
  TDP1 cell noCPT = x
  TDP1 block = 9.9%
  N370S GC mod = 12.1%

COc1ccc(-c2nn(CCC#N)cc2C(=O)NCc2ccccc2)cc1[N+](=O)[O-]
  TDP1 cell noCPT = 15.5%
  TDP1 block = x
  N370S GC mod = -20.8%

Cc1cc(C)cc(N2C(=O)NC(=O)/C(=C\c3cccn3-c3ccccc3)C2=O)c1
  TDP1 cell noCPT = u
  TDP1 block = -2.3%
  N370S GC mod = 3.4%

CC(=NCCN(C)C)c1c(O)n(Cc2ccccc2)c(=O)[nH]c1=O
  TDP1 cell noCPT = -17.5%
  TDP1 block = 2.7%
  N370S GC mod = 2.8%

A portion of the library. The share of hits here may be higher or lower than overall.
